Kir21 inh: Kir2.1 (mouse) channel inhibition; HEK293-Kir2.1, FluxOR thallium flux fluorescence; active compounds read low; 310,000 tested, 0.85% active; B-score at 10 µM; AID 1672;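 active = fluorescence ratio B-score at or below minus 3 SD of library scores, with starting-brightness B-score within 2 SD, cut at about -4.2 in these data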;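 note: channel flux triggered by added potassium and thallium sulfate stimulus; B-score of peak minus minimum fluorescence over baseline after thallium stimulus; more negative B-score means stronger Kir2.1 block with less thallium influx; some compounds called inactive have numbers as strong as hits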
Target sequence (P35561 whole entry, looked up): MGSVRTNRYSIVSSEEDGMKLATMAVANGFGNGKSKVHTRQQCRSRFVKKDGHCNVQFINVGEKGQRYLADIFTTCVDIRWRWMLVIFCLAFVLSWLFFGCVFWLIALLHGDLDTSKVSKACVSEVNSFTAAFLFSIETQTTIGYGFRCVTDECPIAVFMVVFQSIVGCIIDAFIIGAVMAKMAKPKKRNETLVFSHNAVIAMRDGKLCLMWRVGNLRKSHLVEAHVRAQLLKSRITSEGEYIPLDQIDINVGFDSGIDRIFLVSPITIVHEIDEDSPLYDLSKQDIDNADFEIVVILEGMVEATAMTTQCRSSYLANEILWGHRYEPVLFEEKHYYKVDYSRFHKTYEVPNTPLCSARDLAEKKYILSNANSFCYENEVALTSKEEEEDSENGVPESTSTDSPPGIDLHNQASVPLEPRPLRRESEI
CHT inh: human CHT choline transport inhibition; Q9GZV3; CHT-expressing cells, membrane potential dye, choline response; active compounds read low; B-score at 10 µM; 310,000 tested, 0.86% active; AID 488975;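 active = B-score over 3 SD under the library average, and starting fluorescence ratio not unusually high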;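 note: choline stimulus applied at its EC90 after an EC20 pre-addition; B-score computed on integrated fluorescence ratio after choline addition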
Target sequence (Q9GZV3 whole entry, looked up): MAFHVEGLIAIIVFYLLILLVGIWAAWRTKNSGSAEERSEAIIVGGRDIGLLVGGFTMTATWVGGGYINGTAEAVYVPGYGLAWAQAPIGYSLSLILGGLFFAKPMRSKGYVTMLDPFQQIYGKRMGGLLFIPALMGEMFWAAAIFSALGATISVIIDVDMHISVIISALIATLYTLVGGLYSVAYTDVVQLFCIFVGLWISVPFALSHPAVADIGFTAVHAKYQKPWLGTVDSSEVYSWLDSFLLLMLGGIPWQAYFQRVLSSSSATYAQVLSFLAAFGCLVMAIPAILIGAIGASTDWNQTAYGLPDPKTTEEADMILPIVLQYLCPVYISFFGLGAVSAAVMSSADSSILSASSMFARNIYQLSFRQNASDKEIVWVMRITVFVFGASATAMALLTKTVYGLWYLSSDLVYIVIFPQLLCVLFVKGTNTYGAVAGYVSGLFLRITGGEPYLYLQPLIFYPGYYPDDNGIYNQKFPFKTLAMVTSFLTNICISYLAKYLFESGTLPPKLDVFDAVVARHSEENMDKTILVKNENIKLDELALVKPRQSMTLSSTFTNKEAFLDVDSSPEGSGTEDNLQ
KCNQ2 inh: KCNQ2 potassium channel inhibitors, primary screen, cell-based, CHO-K1, FluxOR thallium flux, B-score (AID 2156); 20 min; active compounds read low; B-score at 10 µM; 310,000 tested, 1.1% active; O88943;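 active = fluorescence ratio B-score at most minus 3 library SDs, with starting brightness B-score within 2 library SDs, cut at about -5.5 in these data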
The depositor's hits bear a star; i = inactive; · = no result given.

Kir21 inh	CHT inh	KCNQ2 inh	canonical_smiles
-0.01	i	i	O=S1(=O)N=C(N2CCN(c3ccc(F)cc3)CC2)c2ccccc21
0.81	i	i	CN(CC(=O)OCC(=O)NCC(F)(F)F)S(=O)(=O)c1ccc(Cl)cc1
-1	i	i	CCN1CCN(C(=O)N[C@@H](C(=O)N[C@@H]2C(=O)N3[C@@H]2SC(C)(C)[C@@H]3C(=O)O)c2ccccc2)C(=O)C1=O
0.27	i	i	CC1(C)CC(=O)c2sc(NC(=O)c3ccccc3)nc2C1
0.42	i	i	CCOC(=O)N1CCN(C(=O)c2ccc(Cn3c(=S)[nH]c4cc5c(cc4c3=O)OCO5)cc2)CC1
-0.91	i	i	Cc1ccccc1NS(=O)(=O)c1ccc(NC(=O)N2CCCCC2)cc1
-3.6	i	i	CN(C)CCCNC(=O)c1cc2sc3ccccc3c2s1
1.9	i	i	NC(=O)c1ccc(N2CCCCC2)c(N2C(=O)C3C4C=CC(C4)C3C2=O)c1 (configuration not stated)
-0.41	i	i	CC1CCN(CCCNC(=O)c2cc3sccc3n2C)CC1
1.2	i	i	CS(=O)(=O)N(CC(=O)N1CCCCCC1)c1ccccc1

3 compounds out of the list, ordered by molar mass, low to high:
Kir21 inh	CHT inh	KCNQ2 inh	canonical_smiles
-0.41	i	i	CC1CCN(CCCNC(=O)c2cc3sccc3n2C)CC1
1.9	i	i	NC(=O)c1ccc(N2CCCCC2)c(N2C(=O)C3C4C=CC(C4)C3C2=O)c1 (configuration not stated)
0.81	i	i	CN(CC(=O)OCC(=O)NCC(F)(F)F)S(=O)(=O)c1ccc(Cl)cc1

The listing continues.
Kir21 inh	CHT inh	KCNQ2 inh	canonical_smiles
-0.76	i	i	O=C(Nc1ccc(Cl)cc1)Nc1nc(-c2ccccc2)cs1
-0.59	i	i	Cc1ccc(-c2csc(NC(=S)NC(=O)/C=C/c3ccco3)n2)cc1
0.01	i	i	CN1CCC(N(C)S(=O)(=O)c2ccc(NC(=O)COc3ccc([N+](=O)[O-])cc3)cc2)CC1
-0.01	i	i	CCN(C(=O)COC(=O)CN(C)S(=O)(=O)c1ccc(NC(C)=O)cc1)C1CCS(=O)(=O)C1 (configuration not stated)
0.25	i	i	OCc1cccc(Nc2ncnc3sc4c(c23)CCCCC4)c1
-1.5	i	i	COc1cc([N+](=O)[O-])ccc1NC(=O)CSc1nnc(C)c(C)n1
0.04	i	i	CC1(C)SC(=S)N(NC(=O)Nc2ccccc2)C1N(O)C(=O)Nc1cccc2ccccc12 (configuration not stated)
0.02	i	i	CCC(=O)N1CCc2cc(S(=O)(=O)NCCC(=O)N3CCN(c4ccccc4)CC3)ccc21
-2.5	i	i	COC(=O)c1sc2ncn(-n3c(C)ccc3C)c(=O)c2c1C
0.08	i	i	Fc1cccc(Cl)c1Cc1noc(/C=C/c2ccccc2)n1
1.1	i	i	Cc1ccc(Cn2c(C(=O)O)cc3sccc32)cc1
-0.83	i	i	O=C(Nc1cc(C(F)(F)F)ccc1N1CCOCC1)c1cn2ccccc2n1
-0.06	i	i	COCC(=O)n1nc(NCc2ccc(OC)cc2)nc1NCc1ccc(OC)cc1
-0.64	i	i	Cc1cc(C)cc(NC(=O)c2cc(=O)c3ccccc3o2)c1
-0.05	i	i	Cc1cc(C)c2cc(C(O)c3nnnn3Cc3ccccc3)c(=O)[nH]c2c1 (configuration not stated)
0.36	i	i	CCN(CC)S(=O)(=O)c1ccc(-c2nnc(SCC(N)=O)n2CC)cc1
-1.2	i	i	CCCOP(=O)(OCCC)C(Nc1cccc(C(F)(F)F)c1)c1ccc(C)cc1 (configuration not stated)
-0.68	i	i	O=C(NC(=S)N1CCCCCC1)c1ccc(Cl)cc1Cl
-1.8	i	i	CSc1nnc(NC(=O)c2nc(S(=O)(=O)Cc3cccc(C)c3)ncc2Cl)s1
0.21	i	i	Cc1cc(=O)n(Cc2ccccc2)c2c(C)cccc12
-0.01	i	i	COc1ccc(C2CC(c3cccs3)n3nc(N)nc3N2)cc1 (configuration not stated)
1.8	i	i	COc1ccc(C(=O)NCC(=O)N/N=C/c2cn[nH]c2-c2ccccc2)cc1
-0.41	i	i	Cc1ccc(-c2nnn(CC(=O)N(c3ccc(F)cc3)C(C(=O)NC(C)(C)C)c3ccco3)n2)o1 (configuration not stated)
-0.63	i	i	Cc1ccc(S(=O)(=O)Nc2nc(-c3ccccc3)cs2)cc1
0.13	i	i	CCOc1ccccc1NC(=O)CCC(=O)Nc1nnc(C2CCCCC2)s1
-2.8	i	i	Cc1[nH]c2ccccc2c1C(=O)COc1ccccc1
-0.02	-9.6*	i	O=S(=O)(NCCNc1ncc(C(F)(F)F)cc1Cl)C(F)(F)F
-0.64	i	i	O=C(Nc1ccc(Cl)c(S(=O)(=O)N2CCOCC2)c1)c1cc(-c2ccccn2)nc2ccccc12
0	i	i	NC(=O)Nc1ccccc1C(=O)N1CCC(O)(c2ccc(Cl)cc2)CC1
-1.9	i	i	O=C(CC1C(=O)NCCN1C(=O)Nc1ccc(F)cc1)Nc1ccc(F)cc1 (configuration not stated)
-2	i	i	C/C=C(\C)C(=O)NCCN1C2=NC[C@H](Cc3ccccc3)N2C[C@@H]1Cc1ccc(OC)cc1
-0.34	i	i	CC1CCCCC12NC(=O)N(CC(=O)NC(=O)NCc1ccco1)C2=O (configuration not stated)
-0.26	i	i	COc1ccc(CN2[C@@H](CC(=O)O)c3ccc(C(F)(F)F)cc3S2(=O)=O)cc1
0.46	i	i	O=C(Cc1ccccc1)NCCCN1CCN(CCCNC(=O)Cc2ccccc2)CC1
0.19	i	i	CCCCN(C(=O)CCC(=O)Nc1cc(C)on1)C(C(=O)NC1CCCC1)c1cccc(OC)c1 (configuration not stated)
-1.6	i	i	O=S(=O)(NCc1ccc(Cl)cc1)NCc1ccccc1F
0.68	i	i	CCc1ccccc1-n1c(SCC(=O)NC)nnc1-c1cccnc1
-0.21	i	i	Cc1cc(-c2nnc(CCC(=O)NC(Cc3ccccc3)c3ccccc3)o2)no1 (configuration not stated)
-0.38	i	i	CC(=O)c1c(C)nn(CCC(=O)O)c1C
1.8	i	i	c1csc(-c2nnc(COc3ccc4c(c3)OCO4)o2)c1
-0.61	i	i	Cc1sc2nc(COC(=O)c3ccc(N4CCCC(C)C4)c([N+](=O)[O-])c3)[nH]c(=O)c2c1C (configuration not stated)
0.43	i	i	Cc1ccc2c(c1)N(CC(=O)N1CCCC1)C(=O)CO2
1.1	i	i	COc1ccc(/C=C/C(=O)N(C)Cc2cccs2)cc1S(=O)(=O)N1CCOCC1
0.3	i	i	Cc1ccccc1NC(=O)/C=C/c1cccs1
2.3	i	i	COc1ccc(C(=O)NN2CCOCC2)cc1[N+](=O)[O-]
-0.62	i	i	O=C(CCn1c(=O)c2ccccc2n(Cc2ccccc2)c1=O)NCc1ccc2c(c1)OCO2
1.2	i	i	CN(C)CCCNC(=O)c1ccc(-c2ccccc2)cc1
0.05	i	i	COc1ccc(Cl)cc1NC(=O)CN(C)C(=O)c1ccc(C)s1
-1.4	i	i	COc1ccc(CNC(=O)CSc2ccsc2[N+](=O)[O-])cc1
3.8	i	i	Cc1noc(C)c1COc1cccc(C(=O)NCc2cccc(Cl)c2)c1

Next compounds follow:
Kir21 inh	CHT inh	KCNQ2 inh	canonical_smiles
0.49	·	i	CC(=O)Nc1ccc(-c2nnc(SCC(=O)n3c4c(c5ccccc53)CCCC4)n2C)cc1
-0.04	i	i	CC(=O)N1CC(C)Oc2ccc(S(=O)(=O)NC(CC(=O)O)c3ccccc3)cc21 (configuration not stated)
0.06	i	i	CCc1ccc(C(=O)Nc2cccnc2Oc2ccc(Cl)cc2)cc1
-2.8	i	i	CC(C)c1nnc(NC(=O)CCC(=O)N2CCN(c3ccccn3)CC2)s1
-2	i	i	C=CCn1c(N2CCN(c3ccc(OC)cc3)CC2)nc2c1c(=O)[nH]c(=O)n2C
0.23	i	i	COc1ccc(C2=NN(C(=O)CCC(=O)O)C(c3ccccc3OC)C2)cc1 (configuration not stated)
0.03	i	i	Cc1cc(C(=O)NCC(C)(C)N2CCOCC2)c(C)o1
1.4	i	i	CCC(=O)Nc1ccc(/C(C)=N\NC(=O)c2ccc(C)s2)cc1
-0.48	i	i	CC(=O)Nc1ccc(/C=N/NC(=O)c2cccs2)cc1
-1.2	i	i	CC(C)CN1C(=O)c2ccc(C(=O)Nc3nccs3)cc2C1=O
1.2	i	i	CN(C)CCCOC(=O)COc1ccc(Br)cc1
1.3	i	i	COCCCNCC(=O)Nc1ccc(OC(F)(F)F)cc1
-0.67	i	i	CC1CCN(S(=O)(=O)CCNC(=O)c2ccccc2)CC1
0.08	i	i	CCN1CCCc2cc(CN(CCN3CCOCC3)C(=S)Nc3cccc(Cl)c3)ccc21
0.61	i	i	O=C(Nc1nc(-c2cccc([N+](=O)[O-])c2)cs1)c1cccc([N+](=O)[O-])c1C(=O)O
0.57	i	i	COc1ccc(OC)c2sc(N3CCN(C(=O)c4ccc([N+](=O)[O-])s4)CC3)nc12
0.2	i	i	O=S(=O)(c1cccs1)N1CCC(CO)(Cc2cccc(F)c2)CC1
0.26	i	i	Cc1ccc(C)c(NC(=S)N2CCN(Cc3ccccc3)CC2)c1
1.4	i	i	CCOc1cccc2cc(C(=O)N3CC(C)OC(C)C3)c(=O)oc12 (configuration not stated)
-0.45	i	i	CCOc1ccccc1N1CCN(C(=S)NC(=O)C23CC4CC(CC(C4)C2)C3)CC1
0.51	i	i	Cc1ccc(NC(=S)N2CCC(NC(=O)c3ccccc3)CC2)cc1
1.6	i	i	O=S(=O)(c1ccc(-n2cnnn2)cc1)N1CCN(c2ccccc2F)CC1
-1.1	i	i	Fc1ccc(-c2cnn3c(-c4ccncc4)ccnc23)cc1
-1.8	i	i	CCc1ccc(CNCc2cccs2)cc1
0.23	i	i	Cc1ccc(C)c(N2CCN(C(=O)CN3C(=O)c4ccccc4C3=O)CC2)c1
0.17	i	i	O=C(C1CC=CCC1)N1CCN(C(=O)C2CC=CCC2)CC1 (configuration not stated)
-0.18	i	i	COc1ccccc1N1CCN(C(=S)Nc2ccc(F)cc2)CC1
-0.1	i	i	COc1ccc2nc(NC(=O)CSc3nnc(C)s3)sc2c1
-1.1	·	i	COC(=O)c1ccc2[nH]c(C)c(CN3CCCC3)c(=O)c2c1
-0.95	i	i	COc1ccc(CCNS(=O)(=O)c2cccc(F)c2)cc1OC

Whole records, looked up by structure:
Shown for `O=S(=O)(c1ccc(-n2cnnn2)cc1)N1CCN(c2ccccc2F)CC1` = Kir21 inh = 1.6; CHT inh = i; KCNQ2 inh = i
Shown for `Fc1ccc(-c2cnn3c(-c4ccncc4)ccnc23)cc1` = Kir21 inh = -1.1; CHT inh = i; KCNQ2 inh = i
Shown for `COC(=O)c1ccc2[nH]c(C)c(CN3CCCC3)c(=O)c2c1` = Kir21 inh = -1.1; CHT inh = ·; KCNQ2 inh = i

(listing goes on)
Kir21 inh	CHT inh	KCNQ2 inh	canonical_smiles
-0.25	i	i	COc1ccc(C(=O)NC2CCCc3c2cnn3-c2ccc(C)c(C)c2)c(OC)c1OC (configuration not stated)
-0.35	i	i	Cn1c(=O)c2c(ncn2CC(=O)Nc2nc3ccc(F)cc3s2)n(C)c1=O
-2.2	i	i	Cc1ccc(NC(=O)C2=CC(c3ccc(C)cc3)=NS(=O)(=O)N2C)cc1
-0.36	i	i	NNC(=O)c1nc[nH]c1C(=O)Nc1ccccn1
-0.22	i	i	CCc1cccc(OCCCCNCCOC)c1
-0.28	i	i	COC(=O)Oc1nsnc1N1CCOCC1
0.02	i	i	CCN(CC)S(=O)(=O)c1ccc(N2CCOCC2)c(NC(=O)c2cccc3c(=O)c(C)c(-c4ccccc4)oc23)c1
0.04	i	i	COc1ccc(/C=N/NC(=O)Cn2cnc3ccccc3c2=O)cc1OC
-0.82	i	i	FC(F)(F)c1cc(-c2ccccc2)nc2nc(N3CCOCC3)sc12
0.96	i	i	Cc1ccccc1C(=O)N1CCC(C(=O)NC(C)c2ccc(-n3ccnc3)cc2)CC1 (configuration not stated)
1.2	i	i	COc1ccc(C(NC=O)c2cc(OC)c(OC)cc2Br)cc1OC (configuration not stated)
0.17	i	i	COc1cccc(NC(=O)c2ccc(-c3ccccc3[N+](=O)[O-])o2)c1
-0.12	i	i	C=CCn1c(SCc2ccccc2)nc(O)cc1=O
-0.76	i	i	O=C1CC(C(=O)O)S/C(=N\NC(=O)c2ccccc2)N1 (configuration not stated)
0.01	i	i	CCCC(=O)c1ccc(-c2ccccc2)cc1
-3.9	i	i	Cc1ccc(N(CCC#N)C(=O)CSc2ccc3c(c2)OCCO3)cc1
0.03	i	i	O=C(CN1C(=O)NC2(CCCC2)C1=O)c1ccc(Cl)s1
3	i	i	COc1cc(C(CCN2CCN(c3ccccc3)CC2)c2c(OC)cc(OC)c3ccc(=O)oc23)cc(OC)c1OC (configuration not stated)
